Compound activity (PubChem)
14-3-3 PPI = modulators of 14-3-3 gamma protein binding, primary screen, biochemical, fluorescence polarization; FP, 14-3-3gamma / TMR-pS259-Raf peptide binding; inhibition, % at 40 µM; AID 422, 2006; actives 0.19% (n = 160,000); in the data active = inhibition above about 30%;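 note: 0% = protein plus tracer without compound and 100% = blank with tracer alone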
Target sequence (P61981 whole entry, looked up): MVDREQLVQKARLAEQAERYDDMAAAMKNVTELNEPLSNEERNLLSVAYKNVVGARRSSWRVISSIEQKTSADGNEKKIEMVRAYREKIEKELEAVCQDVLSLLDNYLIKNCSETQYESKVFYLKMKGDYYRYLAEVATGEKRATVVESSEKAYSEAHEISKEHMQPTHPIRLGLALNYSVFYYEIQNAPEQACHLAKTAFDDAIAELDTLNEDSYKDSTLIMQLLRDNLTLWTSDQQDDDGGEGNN
The depositor's hits bear a star; & = joins results of further samples. A portion of the library, so the mix of outcomes need not match the whole.

14-3-3 PPI,SMILES
-3,CCOC(=O)C1=C(C)Nc2nnnn2C1c1ccc(OC)cc1 (stereo not drawn)
2,CCOC(=O)N1CCN(C(=O)c2ccc3c(c2)sc2nc(-c4ccc(OC)cc4)cn23)CC1
-2,CCN(CC)c1nc(N)c2c(N)nc3c(c2c1C#N)CC(c1ccccc1)O3 (stereo not drawn)
-7,O=C(CSc1nnc(-c2ccco2)n1-c1ccccc1)NCCc1ccccc1
2,COc1ccc(N2C(N)=C(C#N)C(c3cccnc3)C3=C2CC(C)(C)CC3=O)cc1 (stereo not drawn)
-5,Nc1cccc(S(=O)(=O)N2CCCC2)c1
-8,O=C(Nc1ccc(Cl)cc1)Nc1ccccc1C(=O)NCc1ccco1
-6,COc1cc(NS(=O)(=O)c2cccc3nsnc23)cc(OC)c1
-8,CC(CCc1ccccc1)NC(=O)c1cnn2c(C(F)(F)F)cc(-c3ccccc3)nc12 (stereo not drawn)
5,CCOCC(O)CS(=O)(=O)c1ccccn1 (stereo not drawn)
-9,COc1ccc(C(=O)/C=C/Nc2c(C)n(C)n(-c3ccccc3)c2=O)cc1OC
-14,Cc1nnc(NC(=O)C(C)C)s1
-5&-10,O=C(c1ccco1)N1CCn2c1nc1ccccc12
1,CC1(C)CC(=O)C2=C(C1)OC1=C(C(=O)CC(C)(C)C1)C2c1cccc(Oc2ccccc2)c1
15,CC(C)(C)c1ccc(S(=O)(=O)NCc2ccc(C(=O)O)cc2)cc1
7,Cc1cc(C)nc(NC(=O)NS(=O)(=O)N2CCCCCC2)n1
-9,COc1ccc(-c2cc(C(=O)NCc3ccccc3Cl)c3ccccc3n2)cc1
2,COC(=O)c1sc(=S)n(-c2ccccc2F)c1N
-11,CC(=O)Cc1nsc(NC(=O)c2csc3c2CCCC3)n1
-3,CCC(C)NC(=O)CSc1cc(=O)n(C)c2ccccc12 (stereo not drawn)
2,COc1cccc(-n2cc(C(=O)NCCC(=O)N3CCCC(C)C3)c3ccccc3c2=O)c1 (stereo not drawn)
-7&-10,COc1ccccc1NC(=O)c1cnc2n(c1=O)CCS2
7&-4,CCn1c(SCC(=O)NCC2CCCO2)nnc1-c1c[nH]c2ccccc12 (stereo not drawn)
-8,COCCN1C(=O)C(=O)/C(=C(/O)c2ccccc2)C1c1ccc(OC)cc1OC (stereo not drawn)
-1,CC(N=Cc1nc2ccccc2n1C)C12CC3CC(CC(C3)C1)C2 (stereo not drawn)
59*,CCOc1ccc(N=Cc2c(O)c(C(=O)Nc3ccccc3OC)cc3ccccc23)cc1
-7,CC(C)CCOC(=O)C1[C@H]2C(=O)N(Cc3cccs3)C[C@]23C=C[C@H]1O3 (stereo partly drawn)
-8,CC(=O)NC1CC2CCCC(C1)N2S(=O)(=O)c1ccccc1 (stereo not drawn)
13,O=C1CCCc2nc3nc4ccccc4n3cc21
-9,CCOc1ccc(Br)c(C2Oc3nc(SCC)nnc3-c3ccccc3N2C(C)=O)c1 (stereo not drawn)
11,CCOc1cccc(C2Oc3nc(SC)nnc3-c3ccccc3N2C(C)=O)c1OC (stereo not drawn)
-6,O=C(O)c1ccccc1C(=O)NCC(O)COCC1CC=CCC1 (stereo not drawn)
-25,Cc1cc(I)ccc1NC(=O)c1ccc(C(=O)Nc2ccc(I)cc2C)cc1
-7,O=C(O)CCCC(=O)Nc1nc2ccccc2[nH]1
-13,CCOc1ccc(NS(=O)(=O)c2ccc3c(c2)oc(=O)n3C)cc1
5,O=C(CSc1nc2ccsc2c(=O)n1Cc1ccco1)NCc1ccccc1
3,COc1cccc(C2(C)SC(NC(C)=O)=NN2C(C)=O)c1 (stereo not drawn)
4,COc1ccc(CC(=O)OCN2C(=O)c3ccccc3C2=O)cc1
0,CC(C)c1cc(C(=O)O)on1
-10,COc1ccc(C2/C(=C(\O)c3ccc(C)cc3)C(=O)C(=O)N2Cc2cccnc2)cc1 (stereo not drawn)
-1,COc1ccc(C2C(C(=O)N(C)c3ccccc3)CC(=O)N2c2ccc(OC)cc2)cc1 (stereo not drawn)
-45,CCOCCCNC(=O)c1ccc2c(=O)n(Cc3ccco3)c(=S)[nH]c2c1
-2,CC1CCCC(NC(=O)CNC(=O)c2cccs2)C1C (stereo not drawn)
-6,N#Cc1nc(-c2ccco2)oc1N1CCc2ccccc2C1
-11,CCCCC[C@H](O)/C=C/[C@H]1C=CC(=O)[C@@H]1C/C=C\CCCC(=O)O
-2,COc1ccc(CCN2C(=O)CSC2c2ccc(OC)c(OC)c2)cc1OC (stereo not drawn)
4,Nc1nc(SCC(=O)OCc2ccccc2)[nH]c(=O)c1NC(=O)c1ccco1
-5,Cc1cccc(Oc2ccc(NC(=O)C3CCC(C)(C(=O)O)C3(C)C)cc2)c1C (stereo not drawn)
-1,CCOc1cc(C2C(C(=O)c3ccccc3)=C(C(=O)OC)Nc3nnnn32)ccc1O (stereo not drawn)
-4,COc1ccc(Cl)cc1C(=O)Nc1cc(C)on1
-36,CCOC(=O)c1ccc(Nc2nc(-c3cc4cc(OC)ccc4oc3=O)cs2)cc1
-13,CC1=C(C(=O)OCCBr)C(c2cccc3ccccc23)NC(=O)N1 (stereo not drawn)
1,Cc1ccc(-n2cc(-c3ccc(Cl)cc3)nc2SCC(=O)NCC2CCCO2)cc1 (stereo not drawn)
-3,O=C(NC1CCCC1)c1ccc(N2CC3CC(C2)c2cccc(=O)n2C3)c(NS(=O)(=O)c2ccc(F)cc2)c1 (stereo not drawn)
-15,COC(=O)c1ccc(SCC(=O)N2CCC(C)CC2)c([N+](=O)[O-])c1
-1,Cc1ccc(-n2c(N)c(C(=O)N3CCOCC3)sc2=S)cc1

Other entries:
14-3-3 PPI,SMILES
7,COc1ccc(N/C(=N\c2nc(C)cc(C)n2)NC(C)=O)cc1OC
-24,Cn1c(=O)cc(SCC(=O)Nc2cccc(Cl)c2)c2ccccc21
-4,CCOC(=O)CSc1nc2ccccc2c(=O)n1CC1CCC(C(=O)NCc2ccco2)CC1 (stereo not drawn)
-5,CC1CC(C)CN(CCCNC(=O)Cn2nc(-c3ccc(Cl)cc3)ccc2=O)C1 (stereo not drawn)
3,CCOC(=O)c1cc(Oc2ncnc3sc4c(c23)CCCC4)cc(C(=O)OCC)c1
-2,CCn1cc(C(=O)N2CCN(c3ncccn3)CC2)c2cc(OC)c(OC)cc2c1=O
-8,N#Cc1ccc(CSc2nnc(-c3cccs3)n2-c2ccccc2)cc1
-3,COc1ccc(C)cc1S(=O)(=O)NC1CCCCC1
1,COC(=O)c1c(NC(=O)c2ccc(C)cc2)sc2c1CCCCC2
-5,Cc1cccc(C)c1OCCCN1CCC(C)CC1
-3,Cc1cc(C)c(C#N)c(Nc2ccccc2Cl)n1
-2,CC(C)N(C1=C(C(=O)c2ccccc2)N(CC(N)=O)S(=O)(=O)c2ccccc21)C(C)C
-7,COc1ccc(CCNc2ncnc3sc4c(c23)CCC(C)C4)cc1OC (stereo not drawn)
112*,COc1ccccc1NC(=O)c1cc2ccccc2c(C=Nc2ccc(OC(F)F)cc2)c1O
-80,COc1ccccc1NC(=O)CSc1oc(-c2ccccc2)nc1S(=O)(=O)c1ccc(Cl)cc1
2,O=S(=O)(Nc1nc2ccccc2nc1Nc1ccc(F)cc1)c1ccc(Br)cc1
-6,COc1ccc(N2CCN(Cc3cc(=O)oc4cc5c(cc34)CCCC5)CC2)cc1
-2,C=CCNc1nc(NCc2ccco2)nc(OCC)n1
-28,CCOc1ccc(C(=O)Nc2ccc(-c3nc4cc(C)c(C)cc4o3)cc2)cc1
15,Cc1ccc(C2SCC(=O)N2c2ccc(C)c(Cl)c2)cc1 (stereo not drawn)
1,COc1cccc(CNC(=O)c2cc3oc4ccccc4c3n2C)c1OC
-6,CCOC(=O)c1c(NC(=O)c2cccs2)sc2c1CC(C)(C)OC2
-15,Cc1cccc2nc(Cn3c(=O)n(CCCC(=O)NCc4ccco4)c(=O)c4ccccc43)cc(=O)n12
-18,O=C(OCn1nnc2ccccc2c1=O)c1cn(-c2ccccc2)nc1-c1cccnc1
-6,COc1ccc(N(C)C(=O)c2coc(=O)c3ccccc23)c(OC)c1
-4,Cc1cc(N2C(=O)c3ccc(C(=O)N4CCN(c5ccc(F)cc5)CC4)cc3C2=O)no1
-3,CCOC(=O)C1CCCN(C(=O)Cc2ccc(OC)c(OC)c2)C1 (stereo not drawn)
-11,CCOC(=O)C1=C(c2ccccc2)NC(=O)NC1c1ccccc1OC (stereo not drawn)
-8,C=CCN1C(=O)C(C(=O)NC(C)(C)C)C2CC1(C)Oc1ccccc12 (stereo not drawn)
-10,Cc1cccc(NC(=O)CCn2c(=S)[nH]c3ccccc3c2=O)c1
-3,CCC(SC1=NCCS1)C(=O)Nc1nnc(C)s1 (stereo not drawn)
-2,COc1ccc(C2C3=C(CCCC3=O)N(c3ccc([N+](=O)[O-])cc3)C(=N)/C2=C(/O)c2ccc(C)cc2)cc1 (stereo not drawn)
10,COc1ccccc1N1CCN(S(=O)(=O)c2c(C)ccc3nsnc23)CC1
-10,Cc1ccc(NC(=O)C2COc3ccccc3O2)c(Br)c1 (stereo not drawn)
6,COCCOC(=O)C1=C(C)NC(=O)NC1c1cc(OC)c(O)c(OC)c1 (stereo not drawn)
-7,COc1ccc(OC)c(NC(=O)c2c(NC(=O)c3cccs3)sc3c2CCCC3)c1
-5,CCCCNS(=O)(=O)c1cc(-c2nn(C)c(=O)c3ccccc23)ccc1C
5,COc1ccc(-n2ncc3c(N4CCN(c5cccc(C)c5C)CC4)ncnc32)cc1
-13,O=C(O)c1n[nH]c2c1CCCCC2
5,Nc1nc2n(n1)C(c1cccc(Br)c1)CC(c1ccccc1)N2 (stereo not drawn)
-10,CCCc1cc(N2CCN(c3ccccc3)CC2)n2c(nc3ccccc32)c1C#N
5,Cc1cc(C)cc(-n2c(=O)c3sccc3n(Cc3ccccc3F)c2=O)c1
-2,CCOC(=O)N1CCC(N2C(=O)c3ccc(C(=O)O)cc3C2=O)CC1
-23,CC(C)(C)C(=O)Cn1c(=N)n(CCN2CCCCC2)c2ccccc21
8,O=C1CCCN1CC1CCCNC1 (stereo not drawn)
0,COc1ccccc1NC(=O)c1sc2ncn(Cc3cccc(Br)c3)c(=O)c2c1C
-58,O=[N+]([O-])c1ccc(N2CCN(S(=O)(=O)c3ccccc3)CC2)cc1N1CCc2ccccc2C1
-10,O=C(NCC1COc2ccccc2O1)c1cc2c(=O)oc3ccccc3c2s1 (stereo not drawn)
-13,CSc1nc2sc3c(c2c2nnnn12)CC(C)(C)OC3
-4,O=C(CS(=O)(=O)c1cn(Cc2ccc(F)cc2)c2ccccc12)Nc1ccccc1
4,COc1ccc(CCCNC(=O)CC#N)cc1OC
-6,Cc1ccc(NC(=O)c2cc3c(=O)oc4ccccc4c3s2)cc1C
-7,C=CCn1c(N)c(C(=O)N2CCOCC2)sc1=S
-7,CN(CC(=O)Nc1ccc(Cl)cc1)S(=O)(=O)c1cccc2cccnc12
-4,COc1ccc(C(=O)Nc2c3c(nn2C(C)(C)C)CS(=O)(=O)C3)cc1
-3,CC(C)C(NS(=O)(=O)c1cccs1)C(=O)NCCc1ccccc1 (stereo not drawn)

(next part)
14-3-3 PPI,SMILES
-8,Cc1ccc(CNC(=O)CNc2ccccc2-c2nc3ccccc3[nH]c2=O)cc1
-8,CCOC(=O)C(CC)Sc1nnc(-c2c[nH]c3ccccc23)n1CC (stereo not drawn)
1,COCCNC(=O)C(c1ccc(F)cc1)N(CCOC)C(=O)CCC(=O)Nc1nccs1 (stereo not drawn)
-1,CCOc1ccc(NC(=O)NC2CCOC(C)(C)C2)cc1 (stereo not drawn)
-5,C=CCOC(=O)C1=C(C)N(CC)C(=O)NC1c1ccc(Br)cc1 (stereo not drawn)
-1,COc1ccc(CCNC(=O)c2cc(-c3ccccc3OC)on2)cc1OC
-8,CCCCn1c(=N)n(CCOc2ccc(OC)cc2)c2ccccc21

Of the compounds above, these have a thiophene ring, fused or not:
14-3-3 PPI,SMILES
-11,CC(=O)Cc1nsc(NC(=O)c2csc3c2CCCC3)n1
-7,CC(C)CCOC(=O)C1[C@H]2C(=O)N(Cc3cccs3)C[C@]23C=C[C@H]1O3 (stereo partly drawn)
5,O=C(CSc1nc2ccsc2c(=O)n1Cc1ccco1)NCc1ccccc1
-2,CC1CCCC(NC(=O)CNC(=O)c2cccs2)C1C (stereo not drawn)
3,CCOC(=O)c1cc(Oc2ncnc3sc4c(c23)CCCC4)cc(C(=O)OCC)c1
-8,N#Cc1ccc(CSc2nnc(-c3cccs3)n2-c2ccccc2)cc1
1,COC(=O)c1c(NC(=O)c2ccc(C)cc2)sc2c1CCCCC2
-7,COc1ccc(CCNc2ncnc3sc4c(c23)CCC(C)C4)cc1OC (stereo not drawn)
-6,CCOC(=O)c1c(NC(=O)c2cccs2)sc2c1CC(C)(C)OC2
-7,COc1ccc(OC)c(NC(=O)c2c(NC(=O)c3cccs3)sc3c2CCCC3)c1
5,Cc1cc(C)cc(-n2c(=O)c3sccc3n(Cc3ccccc3F)c2=O)c1
0,COc1ccccc1NC(=O)c1sc2ncn(Cc3cccc(Br)c3)c(=O)c2c1C
-10,O=C(NCC1COc2ccccc2O1)c1cc2c(=O)oc3ccccc3c2s1 (stereo not drawn)
-13,CSc1nc2sc3c(c2c2nnnn12)CC(C)(C)OC3
-6,Cc1ccc(NC(=O)c2cc3c(=O)oc4ccccc4c3s2)cc1C
-3,CC(C)C(NS(=O)(=O)c1cccs1)C(=O)NCCc1ccccc1 (stereo not drawn)
